Compound activity (PubChem)
Efflux pump mplx: inhibitors of Candida efflux pumps in yeast, primary screen, S. cerevisiae, Nile Red, multiplex; 0.44% of 330,000 active; inhibition, % at 10 µM; S. cerevisiae Candida pump triplex; AID 485275, 2010;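 active means plate passing quality check with inhibition over a set limit, or well fluorescence over plate mean plus 4 SD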;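 further: Nile Red retained in pooled yeast measured as flow cytometry median fluorescence; 0% = buffer negative control and 100% = Enniatin B positive control; higher means more Nile Red kept so more efflux inhibition; some compounds called inactive have numbers as strong as hits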
PME-1 primary: PME-1 inhibitors via competitive probe labeling, primary screen, biochemical, fluorescence polarization, FP-Rh probe, HTS. 0.53% of 320,000 active. Protein phosphatase methylesterase 1 (Homo sapiens), Q9Y570. inhibition, % at 5.9 µM. recombinant PME-1;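 active means inhibition above the campaign mean of all compounds plus 3 SD, cut at about 26% in these data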;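 further: competitive labeling of PME-1 active site by serine hydrolase directed probe; 0% = PME-1 with DMSO and 100% = wells lacking PME-1 enzyme; inhibitors block probe labeling so polarization falls and inhibition rises; many of its hits are not listed in these tables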
Fam108B inh: mouse Fam108B serine hydrolase inhibitors, primary screen, counter-screen for RBBP9 inhibitor project, biochemical, fluorescence polarization; recombinant Fam108B, FP-Rh probe fluorescence polarization; inhibition, % at 9.51 µM; 0.33% of 300,000 active; AID 1947, 2009;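 active means inhibition above the screen mean inhibition plus 3 SD, computed separately per campaign, cut at about 18% in these data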;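 further: inhibitors lower polarization as less probe binds the enzyme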
MEX-5 binding: MEX-5 zinc finger RNA-binding disruptors – biochemical, C. elegans, fluorescence polarization, MLPCN library, primary screen. Zinc finger protein mex-5 (Caenorhabditis elegans), Q9XUB2. MEX-5/FITC-TCR2 RNA binding; hits give low values. activity score (negative = inhibition of binding), % at 10 µM. 0.38% of 300,000 active;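 active means inhibition past about -25% in most replicates, and total fluorescence under double the plate's negative control median, limit read from the data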;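 further: 0% = DMSO and -100% = 5 µM competing unlabeled TCR2 RNA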
BCLXL inh: inhibitors of human Bcl-xL, primary screen, biochemical, fluorescence polarization, HTS; GST-Bcl-xL / FITC-Bim BH3 peptide fluorescence polarization; 0.7% of 320,000 active; inhibition, % at 10.9 µM;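 active means inhibition above the mean of all tested compounds plus 3 SD, cutoff set per campaign, cut at about 30% in these data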;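 further: 0% = DMSO wells and 100% = unlabeled Bim-BH3 peptide competitor; inhibitors lower millipolarization by displacing the labeled peptide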
MCL1 BIM primary: inhibitors of MCL1 binding to BIM-BH3, primary screen, biochemical, fluorescence polarization; GST-MCL1 / FITC-Bim-BH3 fluorescence polarization; inhibition, % at 10.9 µM; 0.68% of 320,000 active; AID 2057, 2009;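 active means inhibition above the mean inhibition of all tested compounds plus 3 SD, set per campaign, cut at about 40% in these data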;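 further: 0% = DMSO wells and 100% = unlabeled Bim-BH3 peptide control; higher means more loss of mP so more displacement of Bim peptide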
GLD-1 RNA inh: GLD-1/TGE RNA complex disruptors, primary screen, biochemical, fluorescence polarization; 0.44% of 320,000 active; inhibition, % at 5.96 µM; purified GLD-1 + fluorescein TGE RNA;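 active means percent inhibition above a per-plate cutoff, the plate mean of test compounds plus 3 SD, cut at about 30% in these data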;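 further: 0% = DMSO wells with GLD-1 and probe and 100% = wells lacking GLD-1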
VLA-4 inh: inhibition in human VLA-4 binding assay, primary screen, VLA-4 allosteric modulator project, MLPCN library, flow cytometry, VLA-4 expressing cells. inhibition, % (about 7 µM as worked out from the volumes in the protocol). AID 2557, 2010. Integrin alpha-4 (Homo sapiens), P13612. 0.2% of 330,000 active. ligand binding flow cytometry; in the data active means inhibition above about 50%
Target sequence (P13612 whole entry, looked up): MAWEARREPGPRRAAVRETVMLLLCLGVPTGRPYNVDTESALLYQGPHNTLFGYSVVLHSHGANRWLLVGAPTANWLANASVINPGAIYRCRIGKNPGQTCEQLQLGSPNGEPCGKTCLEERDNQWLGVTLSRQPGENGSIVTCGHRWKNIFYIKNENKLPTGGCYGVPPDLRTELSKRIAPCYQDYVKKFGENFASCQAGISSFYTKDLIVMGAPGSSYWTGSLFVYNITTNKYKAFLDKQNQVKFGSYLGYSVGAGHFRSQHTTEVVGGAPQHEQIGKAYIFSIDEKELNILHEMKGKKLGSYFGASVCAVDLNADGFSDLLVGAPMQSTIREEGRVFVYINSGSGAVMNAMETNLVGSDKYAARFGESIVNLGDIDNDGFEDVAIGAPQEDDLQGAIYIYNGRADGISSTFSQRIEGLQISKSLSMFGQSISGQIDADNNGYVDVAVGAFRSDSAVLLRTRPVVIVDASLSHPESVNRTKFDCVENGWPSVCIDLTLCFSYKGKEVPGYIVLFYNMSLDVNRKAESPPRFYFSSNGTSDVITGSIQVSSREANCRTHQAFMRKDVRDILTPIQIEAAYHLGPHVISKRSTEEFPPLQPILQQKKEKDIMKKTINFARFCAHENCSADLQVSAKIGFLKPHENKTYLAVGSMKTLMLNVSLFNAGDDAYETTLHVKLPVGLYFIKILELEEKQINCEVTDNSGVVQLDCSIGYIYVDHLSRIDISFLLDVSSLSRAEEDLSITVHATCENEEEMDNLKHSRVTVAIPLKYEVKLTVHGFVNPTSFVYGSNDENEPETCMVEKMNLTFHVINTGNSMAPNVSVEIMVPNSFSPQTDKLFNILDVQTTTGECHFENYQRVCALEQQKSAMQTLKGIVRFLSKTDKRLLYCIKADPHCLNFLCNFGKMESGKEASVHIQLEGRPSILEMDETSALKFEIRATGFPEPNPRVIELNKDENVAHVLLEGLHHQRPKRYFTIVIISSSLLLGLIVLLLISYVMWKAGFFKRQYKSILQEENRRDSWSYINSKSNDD
GRK2 inh: compounds blocking aptamer binding on GRK2 – biochemical, human GRK2, bead flow cytometry, HTS, primary screen | Beta-adrenergic receptor kinase 1 (Homo sapiens), P25098 | FAM-aptamer displacement from GRK2 | inhibition of aptamer binding, % at 10 µM | 0.59% of 330,000 active | AID 488847, 2010;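 active means inhibition of aptamer binding above 40%, roughly 3 SD of noise, on plates passing a quality check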;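 further: median bead fluorescence of bound FAM aptamer so fluorescent compounds give negative values; no value below 0 was filed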
* hit, by the source's call; . = no result given. Only part of the results is shown; the hit share may differ from the screen's.

SMILES	Efflux pump mplx	PME-1 primary	Fam108B inh	MEX-5 binding	BCLXL inh	MCL1 BIM primary	GLD-1 RNA inh	VLA-4 inh	GRK2 inh
CCN(CC)S(=O)(=O)c1ccc2oc(C(=O)NC(C)C)c(C)c2c1	0.3	0.9	-0.9	0.6	-2.0	0.5	3.2	-116.9	2.0
CCN1C(=O)[C@H]2[C@@H](c3ccc(-c4ccccc4)cc3)N[C@@](Cc3ccccc3)(C(=O)OC)[C@H]2C1=O	0.2	2.2	2.6	0.0	-3.1	1.4	7.1	-11.3	0.0
COc1ccc(S(=O)(=O)N2CCCCCC2)cc1NC(=O)Cc1cc(OC)c(OC)c(OC)c1	-0.2	57.5*	2.8	2.6	5.0	1.6	5.1	6.7	1.0
COC(=O)[C@H](CCSC)NC(=O)NC1CC1	-0.1	-9.1	-2.3	-1.2	4.9	7.0	-4.2	-9.5	3.0
CSc1ncccc1-c1nc2ccccc2[nH]1	0.1	-5.2	0.2	4.6	-0.1	-4.3	2.8	18.9	2.0
Cc1cccc2cc(CN(Cc3cccs3)C(=S)NCC3CCCO3)c(=O)[nH]c12 (stereo not given)	0.3	-0.3	2.7	0.3	-0.3	7.9	2.3	18.5	0.0
O=C(Oc1cccnc1)c1cc(S(=O)(=O)N2CCCCC2)ccc1Cl	0.2	7.0	-2.6	0.3	-5.5	-7.0	3.9	3.2	1.0
COc1ccc(CN2CCN(C(=O)c3cccnc3)CC2)cc1Br	-0.1	6.1	1.4	-0.6	6.2	0.0	-0.9	8.0	1.0
CCN(CC)S(=O)(=O)N1CCC(C(=O)NCCC2=CCCCC2)CC1	-0.1	-7.5	-1.9	-2.6	-0.7	-4.3	3.9	9.4	0.0
O=[N+]([O-])c1cc([N+](=O)[O-])c(Oc2cc(F)cc(F)c2)cc1NN1CCCCC1	-0.1	6.2	6.2	.	6.2	2.7	6.4	3.2	0.0
Nc1ncnc(Nc2ccccn2)c1[N+](=O)[O-]	0.0	-10.6	-1.1	2.3	3.1	4.6	1.3	-5.7	0.0
Cc1ccc(C(C(=O)NC2CCCCC2)N(CCC(C)C)C(=O)CNC(=O)c2ccco2)o1 (stereo not given)	0.2	0.9	3.5	2.2	-5.0	0.2	4.4	11.5	0.0
CN(C)S(=O)(=O)N1CCC(Oc2ccc(C(=O)N3CCCCCCC3)cc2)CC1	1.2	4.8	1.5	0.5	0.0	0.6	6.3	1.4	0.0
Cc1cc(NC(=O)CN2CCCC(C)C2)no1 (stereo not given)	0.4	-4.3	-0.1	-0.5	2.6	6.2	-1.4	8.8	2.0
O=C(NCc1ccccc1C(F)(F)F)c1cccc2c1C(=O)c1ccc(N3CCOCC3)cc1S2(=O)=O	-0.1	.	.	.	.	.	-9.6	7.5	0.0
Cc1nc(/N=C\N(C)C)sc1C(=O)Nc1ccccc1	0.2	4.8	-3.4	0.7	-0.5	3.7	1.3	25.2	0.0
NS(=O)(=O)c1ccc(NNC(=O)c2ccccc2C(=O)O)cc1	0.2	-0.9	5.1	-2.4	12.1	5.2	5.0	13.0	1.0
O=[N+]([O-])c1cccc(NC(=S)N2CCc3ccccc3C2)c1	0.0	5.6	2.6	-0.9	3.8	4.1	0.3	27.0	1.0
COc1cccc(CC2(CO)CCCN(C/C=C/c3ccccc3OC)C2)c1 (stereo not given)	-0.2	6.6	0.0	0.0	1.8	14.8	3.4	4.5	0.0
Cc1ccccc1NC(=O)Cn1cc(C(=O)C2CC2)c2ccccc21	0.0	-2.3	-0.3	-2.2	-1.7	-0.1	-2.9	12.4	0.0
CC(C)c1ccc2c(c1)C(c1ccc(N3CCOCC3)cc1)=NNC(c1cccs1)=N2	0.1	-1.4	4.1	0.4	-3.0	-12.0	-8.8	-7.2	0.0
O=C(Nc1ccc(F)c([N+](=O)[O-])c1)C1CC(=O)N(Cc2ccccc2)C1 (stereo not given)	-0.1	-0.6	12.4	-1.0	5.4	1.0	7.3	10.9	1.0
COc1ccccc1N1CCN(C(=O)c2cc(-c3ccco3)on2)CC1	-0.2	-2.8	-0.9	4.1	-0.2	-3.9	-1.7	30.2	1.0
O=Cc1ccc(-c2nc3ccccc3s2)o1	-0.1	-0.9	1.8	-1.3	-1.8	-12.8	-0.2	-5.0	2.0

Entries of single compounds, looked up by structure:
O=[N+]([O-])c1cc([N+](=O)[O-])c(Oc2cc(F)cc(F)c2)cc1NN1CCCCC1 is listed with Efflux pump mplx: -0.1; PME-1 primary: 6.2; Fam108B inh: 6.2; MEX-5 binding: .; BCLXL inh: 6.2; MCL1 BIM primary: 2.7; GLD-1 RNA inh: 6.4; VLA-4 inh: 3.2; GRK2 inh: 0.0
Cc1ccc(C(C(=O)NC2CCCCC2)N(CCC(C)C)C(=O)CNC(=O)c2ccco2)o1 (stereo not given) is listed with Efflux pump mplx: 0.2; PME-1 primary: 0.9; Fam108B inh: 3.5; MEX-5 binding: 2.2; BCLXL inh: -5.0; MCL1 BIM primary: 0.2; GLD-1 RNA inh: 4.4; VLA-4 inh: 11.5; GRK2 inh: 0.0

The list continues:
SMILES	Efflux pump mplx	PME-1 primary	Fam108B inh	MEX-5 binding	BCLXL inh	MCL1 BIM primary	GLD-1 RNA inh	VLA-4 inh	GRK2 inh
Cc1cc(C(=O)CN2C(=O)C(=O)N(Cc3ccccc3)C2=O)c(C)n1-c1ccc2c(c1)OCCO2	0.0	-5.1	-1.3	-0.3	-0.8	-7.1	3.8	0.6	2.0
Cc1ccccc1-c1nc(CN2CCCC2c2ccc(F)cc2)c(C)o1 (stereo not given)	0.0	-1.1	-2.9	6.8	0.3	-4.1	-4.8	-6.2	0.0
Cc1nnc(N2CCOCC2)c2nn(-c3ccccc3)c(C)c12	-0.2	0.7	0.3	0.9	7.4	1.7	-4.0	13.4	0.0
Cc1ccc(C2=NN(S(=O)(=O)c3ccccc3)C(c3ccco3)C2)cc1 (stereo not given)	-0.1	5.3	.	.	3.4	2.0	1.6	-242.5	0.0
COC(=O)C(Cc1ccc(O)cc1)NC(=O)CCNC(=O)c1ccco1 (stereo not given)	-0.1	0.6	0.5	-1.5	3.3	-0.6	8.7	-6.2	4.0
O=C(Nc1ccc2c(c1)OCCO2)NC12CC3CC(CC(C3)C1)C2	0.1	-1.4	-0.8	2.8	0.9	5.6	2.4	2.9	0.0
COc1cccc(COC(=O)CCNC(=O)c2ccc(Br)cc2)c1OC	0.2	2.5	1.9	-0.7	-9.8	-11.2	-7.0	2.4	3.0
COCCNC(=S)N=Nc1c(O)[nH]c2c(C)cc(C)cc12	-0.1	-1.3	6.7	3.5	6.1	7.4	8.7	14.0	0.0
Cc1ccc(CN2[C@@H](c3ccccc3)COCCS2(=O)=O)cc1	-0.2	1.7	-2.6	1.5	7.9	11.7	0.6	28.6	0.0
COC(=O)c1ccc(CNC(=O)COC(=O)CCN2C(=O)C3CC=CCC3C2=O)cc1 (stereo not given)	0.0	-1.1	1.5	0.7	-2.9	-10.4	12.9	-1.9	0.0
CC(=O)c1cccc(CN2CCCC(C(=O)Nc3cccc(-n4cccn4)c3)C2)c1 (stereo not given)	-2.6	8.2	-3.3	0.9	-1.0	-1.7	3.8	-1.4	0.0
COCC(=O)n1nc(-c2ccc(Cl)cc2)nc1NCc1ccc(F)cc1	0.0	10.9	-4.0	0.5	1.6	4.3	10.1	29.3	0.0
CCN1C(=O)/C(=C/N2CC(C)CC(C)C2)SC1=S (stereo not given)	0.0	5.4	-1.0	-3.3	0.7	-2.2	-0.9	-6.3	1.0
O=C(Nc1cccc(S(=O)(=O)N2CCOCC2)c1)C1CCN(S(=O)(=O)c2ccccc2)CC1	0.4	3.3	.	.	6.3	-3.5	1.4	-6.5	0.0
CN(C)CCCN(Cc1ccccc1)C(=S)Nc1ccc(F)c(Cl)c1	0.0	-2.9	-2.9	1.6	-3.1	-4.8	2.8	12.9	0.0
O=C(Nc1nc2ccsc2c(=O)s1)c1ccc(Cl)cc1	0.0	2.1	0.4	-3.4	1.3	2.5	5.7	-5.0	0.0
Brc1ccc(CNc2ccc3ncccc3c2)cc1	0.1	.	.	0.5	.	.	.	-10.0	1.0
CCOC(=O)N1CCC(c2nc(C)sc2C(=O)O)CC1	0.5	1.0	1.2	-1.2	0.3	-2.5	-7.2	-23.7	1.0
COc1ccc(S(=O)(=O)N2CCOCC2)cc1C(=O)Nc1ccon1	-0.1	-4.5	2.6	-1.1	3.5	0.9	1.8	2.4	1.0
Cc1c(-c2ccccc2)[n+](=O)c2c(n1[O-])CCCCC2	-0.1	-6.0	2.4	1.0	-5.3	0.0	0.6	18.6	0.0
Cc1cc(NC(=O)c2ccc(Cl)cc2Cl)n(-c2ccccc2)n1	-0.2	.	.	.	.	.	1.7	0.0	2.0
Cc1cccc(-n2c(=S)[nH]c3c(oc4ccccc43)c2=O)c1	-0.1	2.6	1.4	-1.4	9.1	8.9	6.1	12.6	4.0
Cc1cc(C(=O)N/N=C/c2cccnc2)cs1	0.2	-4.7	2.4	2.1	-8.4	-10.1	3.0	12.9	0.0
CN(C)CCCN(C(=O)c1ccc(S(=O)(=O)N2CCc3ccccc3C2)cc1)c1nc2ccc(F)cc2s1	-0.1	5.7	3.5	0.2	5.8	5.4	2.5	-12.9	0.0
COc1ccc(CN(C(=O)/C=C/c2ccccc2Cl)C2CCS(=O)(=O)C2)cc1 (stereo not given)	0.3	-2.4	-1.0	2.7	4.1	5.2	-0.3	-3.2	0.0
O=C(C1CCCN(Cc2cccc(F)c2)C1)N1CCCCC1 (stereo not given)	-0.1	-2.3	3.7	-0.8	7.1	0.5	5.5	23.0	0.0
Cc1ccc(NC(=O)CNC(=O)Cc2cccc3ccccc23)c(O)c1	0.0	-2.7	1.1	-0.1	4.9	-4.1	3.6	-9.2	0.0
CNC(=S)NNC(=O)c1sccc1OCc1ccc(Cl)cc1Cl	0.0	-2.1	-0.9	0.6	-1.4	-0.7	4.8	-1.8	0.0
Cc1ccccc1-c1nc(CS(=O)(=O)CC(=O)NCCCN2CCCC2=O)c(C)o1	0.0	0.8	-1.2	-0.5	4.8	3.4	4.3	-13.3	0.0
Cc1cccc(OC(=O)c2sc3ncn(C)c(=O)c3c2C)c1	0.0	2.0	-0.6	4.7	6.5	4.3	0.1	4.1	1.0
CC[C@@H](C)[C@@H]1CN([C@@H](CN2CCC[C@H]2CN2C(N)=NC[C@H]2C(C)C)C(C)C)C(=N)N1CCCC1CCCC1	0.5	.	.	.	.	.	-1.3	32.0	0.0
COc1cccc(-c2ccc(=O)n(CC(=O)Nc3ccc(S(=O)(=O)NCC(C)C)cc3)n2)c1	-0.1	-8.8	-1.1	2.4	1.3	2.3	1.2	14.5	0.0
COc1cc(/C=C2\C=CC(=O)O2)cc(OC)c1	-0.1	-5.8	-5.7	-9.9	-15.1	-33.4	-21.5	-20.5	2.0
COc1ccc(N/N=C(/C(C)=O)N2CCCc3ccccc32)cc1	0.0	6.8	3.0	-2.2	19.8	16.3	-1.8	6.4	0.0
COC(=O)CSc1nc(N)nc(C)c1Br	0.0	0.1	-0.4	-2.6	2.3	4.7	2.5	11.2	12.0
